ZTA counter: ZTA (EBV) inhibition in EBNA-1 counter-screen. actives 0.15% (n = 320,000). ZTA-DNA binding, fluorescence polarization. inhibition, % at 11 µM; in the data active = inhibition above about 33%
Target sequence (P03206 whole entry, looked up): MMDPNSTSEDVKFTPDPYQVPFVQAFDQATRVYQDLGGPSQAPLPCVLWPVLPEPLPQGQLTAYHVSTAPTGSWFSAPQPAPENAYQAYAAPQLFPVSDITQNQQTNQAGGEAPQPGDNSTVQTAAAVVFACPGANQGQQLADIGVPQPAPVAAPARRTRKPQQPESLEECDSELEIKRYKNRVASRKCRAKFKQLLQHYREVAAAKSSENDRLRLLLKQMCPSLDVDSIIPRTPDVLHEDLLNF
LYPLA2 counter: blocks human lysophospholipase 2, a PME1 counter-screen; recombinant LYPLA2, FP-Rh probe fluorescence polarization; actives 0.38% (n = 320,000); inhibition, % at 5.9 µM; O95372; AID 2177;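 active = inhibition above the screen-wide mean plus 3 SD, limit set per campaign, cut at about 26% in these data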;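 note: 0% = LYPLA2 with DMSO and 100% = wells lacking LYPLA2 enzyme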
Target sequence (O95372 whole entry, looked up): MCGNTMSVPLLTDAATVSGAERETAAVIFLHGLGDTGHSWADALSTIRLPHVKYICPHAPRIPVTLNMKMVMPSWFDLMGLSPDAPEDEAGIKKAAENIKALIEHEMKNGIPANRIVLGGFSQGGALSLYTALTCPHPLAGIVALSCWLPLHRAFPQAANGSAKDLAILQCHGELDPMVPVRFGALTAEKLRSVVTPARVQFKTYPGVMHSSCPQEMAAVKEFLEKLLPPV
PAFAH1B3 FP inh: inhibitors of human PAFAH1B3 | Q15102 | inhibition, % at 3.39 µM | AID 492972 | actives 0.28% (n = 340,000) | recombinant PAFAH1B3, FP-rhodamine probe, fluorescence polarization;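 active = inhibition above the screen-wide average of all tested compounds plus 3 SD, cut at about 25% in these data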;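 note: 0% = enzyme with DMSO only and 100% = wells lacking PAFAH1B3 protein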
Target sequence (Q15102 whole entry, looked up): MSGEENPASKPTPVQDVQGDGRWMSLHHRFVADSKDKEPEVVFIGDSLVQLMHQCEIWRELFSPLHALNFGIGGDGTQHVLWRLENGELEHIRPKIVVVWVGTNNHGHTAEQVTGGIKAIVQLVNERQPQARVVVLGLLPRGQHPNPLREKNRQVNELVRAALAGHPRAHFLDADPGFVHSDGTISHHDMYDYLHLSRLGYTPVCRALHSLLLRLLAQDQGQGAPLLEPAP
GSTO1 counter: counter-screen for RBBP9 inhibitors: inhibitors of human GSTO1; recombinant GSTO1, activity-based probe fluorescence polarization; inhibition, % at 5.96 µM; actives 1.1% (n = 300,000); AID 1974;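 active = inhibition above the campaign mean inhibition plus 3 SD, cut at about 35% in these data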;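 note: 0% = GSTO1-1 with DMSO and 100% = wells lacking GSTO1-1 enzyme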
PREPL inhibitor: human PREPL enzyme inhibition; actives 0.68% (n = 320,000); inhibition, % at 5.96 µM; recombinant PREPL, fluorescence polarization activity-based probe; AID 2751; Q4J6C6; in the data active = inhibition above about 43%;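 note: 0% = enzyme with DMSO and 100% = wells lacking enzyme; many of its hits are not listed in these tables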
EBNA-1 inh: blocks EBNA-1 binding to DNA. EBNA-1 DNA binding, fluorescence polarization. inhibition, % at 14.8 µM. AID 1950. actives 0.34% (n = 300,000); in the data active = inhibition above about 28%
PAFAH2 inh: PAFAH2 (human) inhibition; recombinant PAFAH2, FP-rhodamine activity probe, fluorescence polarization; Q99487; inhibition, % at 3.39 µM; actives 0.99% (n = 340,000);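 active = inhibition above the mean over all tested compounds plus 3 SD, cut at about 30% in these data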;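 note: inhibitors block probe labeling of enzyme so polarization drops; 0% = enzyme with DMSO and 100% = wells lacking PAFAH2 protein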
LYPLA1 inh: LYPLA1 (human) inhibition in PME1 counter-screen | O75608 | recombinant LYPLA1, FP-Rh probe fluorescence polarization | inhibition, % at 5.9 µM | actives 0.16% (n = 320,000) | AID 2174;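 active = inhibition above the mean of all tested compounds plus 3 SD, set per campaign, cut at about 14% in these data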;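 note: inhibitors block serine hydrolase probe labeling of LYPLA1 so polarization falls; 0% = enzyme with DMSO and 100% = wells lacking LYPLA1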
Target sequence (O75608 whole entry, looked up): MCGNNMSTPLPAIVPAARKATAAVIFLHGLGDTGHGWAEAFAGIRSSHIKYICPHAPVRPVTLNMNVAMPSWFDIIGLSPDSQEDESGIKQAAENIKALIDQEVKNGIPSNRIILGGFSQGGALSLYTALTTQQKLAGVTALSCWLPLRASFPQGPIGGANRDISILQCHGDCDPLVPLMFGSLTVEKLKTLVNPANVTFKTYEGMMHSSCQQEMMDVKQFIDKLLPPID
PAD4 FP inh: PAD4 (human) enzyme inhibition. recombinant PAD4, RCA probe fluorescence polarization. inhibition, % at 6.36 µM. actives 0.41% (n = 330,000). Q9UM07;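 active = percent inhibition above a cutoff equal to the mean of all tested compounds plus 3 SD, cut at about 15% in these data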;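 note: 0% = PAD4 with RCA probe and DMSO and 100% = probe without PAD4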
The depositor's hits bear a star; nt = not tested or not shown. Some of the compounds tested, so the mix of outcomes need not match the whole.

molecule | ZTA counter | LYPLA2 counter | PAFAH1B3 FP inh | GSTO1 counter | PREPL inhibitor | EBNA-1 inh | PAFAH2 inh | LYPLA1 inh | PAD4 FP inh
COc1ccc(S(=O)(=O)N(C)c2ccc(C(=O)N3CCC(C(N)=O)CC3)cc2)cc1 | 6 | 6 | 0 | 1 | -5 | 6 | 2 | 5 | 6
Cc1ccc(OCC(=O)Nc2c[nH]c(=O)[nH]c2=O)cc1C | 8 | 1 | 9 | 1 | -6 | 6 | 7 | 0 | -3
COc1ccc(-n2cccc2C=O)cc1 | 9 | 1 | -2 | 0 | 6 | -1 | -1 | 0 | -1
CCN(C[C@H]1N[C@@](C)(C(=O)OC)[C@H]2C(=O)N(C)C(=O)[C@@H]12)C(=O)Nc1ccc(F)cc1 | nt | nt | 5 | nt | 8 | nt | 7 | nt | -6
CC(C)C1N(C(N)=S)N=CC1(C)C (stereo unspecified) | 3 | 2 | 6 | -7 | 22 | 7 | 4 | 5 | 3
O=C(CSc1nc2c(sc3ccccc32)c(=O)n1CCc1ccccc1)NCc1ccco1 | 2 | -1 | -13 | -7 | 19 | -1 | -13 | -2 | -5
CCC(C)C(NC(=O)OC(C)(C)C)C(=O)NC(CC(C)C)C(N)=O (stereo unspecified) | -24 | -4 | 10 | 7 | -6 | -10 | -6 | 4 | 0
Cc1c(Br)c([N+](=O)[O-])nn1CC(=O)Nc1cccc2nonc12 | -15 | 12 | 3 | 13 | 20 | -4 | 8 | 3 | 2
O=C(CNC(=O)c1ccc(OC(F)F)cc1)Nc1cccc(S(=O)(=O)N2CCCC2)c1 | 2 | 4 | 4 | -8 | 24 | -5 | -1 | -2 | -2
COc1ccc(NC(=O)Nc2ccc(OC)cc2)cc1 | 4 | 2 | 0 | 19 | 23 | 54* | -1 | 5 | -1
CC/C=C(/NC(C)=O)c1ccccc1 | 1 | 0 | 12 | nt | 24 | nt | 1 | -2 | -3
COc1ccc(C)cc1NS(=O)(=O)c1ccc2c(c1)CCN2C(C)=O | -5 | -3 | 3 | 8 | 1 | 7 | 3 | 2 | 2
Nc1nonc1-n1nnc(C(=O)N/N=C/c2ccc(Cl)cc2Cl)c1CN1CCOCC1 | -12 | 3 | -1 | 3 | 3 | 0 | -6 | 0 | 2
COCCNCC(=O)N1CCCCCC1 | 7 | -2 | 9 | 3 | 1 | 12 | 6 | -2 | -6
O=C(CC1S/C(=N/N=C/c2cccs2)NC1=O)Nc1ccc(Cl)c(Cl)c1 (stereo unspecified) | 2 | 3 | -4 | 6 | 2 | -3 | -4 | -1 | 4

More compounds
molecule | ZTA counter | LYPLA2 counter | PAFAH1B3 FP inh | GSTO1 counter | PREPL inhibitor | EBNA-1 inh | PAFAH2 inh | LYPLA1 inh | PAD4 FP inh
Cc1cc(NC(=O)C23CC4CC(C2)CC(n2cnc([N+](=O)[O-])n2)(C4)C3)no1 | 2 | -1 | -6 | -4 | 3 | -5 | 1 | -2 | -8
COc1ccc(CN(C)C(=O)c2ccccc2OCc2c(C)noc2C)c(OC)c1 | -8 | 2 | 3 | nt | 13 | nt | -2 | 3 | -3
O=[N+]([O-])c1ccccc1Sc1nccn1Cc1ccccc1 | 9 | 5 | 11 | 10 | 10 | -3 | -7 | 4 | 1
N#CC1=C(N)OC2=C(C(=O)CCC2)C1C1CC=CCC1 (stereo unspecified) | -2 | 2 | 7 | 3 | -1 | -6 | 2 | 1 | -4
Cc1ccc2nc(NCC(=O)NN)nc(-c3ccccc3)c2c1 | -14 | -7 | 0 | 2 | -15 | -12 | 0 | -5 | 0
Nc1c(Cl)cc(C2=NCCn3nc4ccccc4c32)cc1Cl | 4 | -3 | 2 | 2 | -1 | 3 | 9 | -3 | 3
CC(C)(CO)N1CCN(C(=S)Nc2ccccc2)CC1 | 16 | -4 | -1 | 0 | 10 | -17 | 1 | -4 | 0
N/C(=N\OC(=O)Cc1cccs1)c1ccc(Br)cc1 | 1 | -6 | 3 | -9 | -4 | 8 | 8 | -7 | -6
Cc1ccc([N+](=O)[O-])cc1NC(=O)C1CCN(S(C)(=O)=O)CC1 | 49* | -3 | 1 | 2 | -2 | -6 | 2 | -1 | -6
CCOCCCNc1nc2c(C)cccn2c(=O)c1/C=C1\SC(=S)N(CC(C)C)C1=O | -23 | -3 | -6 | 3 | -11 | -8 | -9 | 2 | -12
CN(CC(=O)NCC1CCCO1)S(=O)(=O)c1cc(Cl)ccc1Cl (stereo unspecified) | 20 | 3 | 1 | -2 | 4 | 14 | 0 | 1 | 1
O=S(=O)(c1ccccc1)N1CCCC1c1nc2ccccc2s1 (stereo unspecified) | -1 | 2 | 3 | -6 | -8 | 3 | 5 | -5 | 2
Cc1[nH]c(=O)c(C(=O)c2cc(Cl)ccc2O)cc1C(=O)O | 11 | -9 | nt | -4 | 4 | -4 | nt | -6 | -8
CCN(C(=O)c1cccnc1SC)C12CC3CC(CC(C3)C1)C2 | 0 | 12 | 3 | 3 | 7 | 3 | -8 | 6 | 4
COc1ccc(CCNC(=O)COc2ccc(S(=O)(=O)N3CCOCC3)cc2)cc1 | -9 | 3 | 9 | 1 | 10 | -7 | -1 | 0 | -2

The results go on:
molecule | ZTA counter | LYPLA2 counter | PAFAH1B3 FP inh | GSTO1 counter | PREPL inhibitor | EBNA-1 inh | PAFAH2 inh | LYPLA1 inh | PAD4 FP inh
O=C(Cc1c(F)cccc1Cl)N1CCOCC1 | 9 | 0 | -3 | 1 | -4 | 3 | 2 | 3 | 0
CCCn1cc(S(=O)(=O)c2ccccc2)c(=O)c2cc(OCC)ccc21 | 6 | 0 | 9 | 1 | -3 | -3 | -8 | 4 | 1
Nc1nonc1C(=O)NCCc1ccccc1 | 25 | -7 | 1 | 2 | -1 | 10 | -12 | -1 | -1
Cc1ccc(Cn2nc(C)c(NC(=O)CSc3nc4c(c(C(F)(F)F)n3)CCc3ccccc3-4)c2C)cc1 | 10 | 4 | 2 | 7 | -10 | -6 | 6 | -3 | 6
Cc1ccc(S(=O)(=O)NC(=O)c2cc(C)n(CCCN3CCOCC3)c2C)cc1 | 0 | 10 | 7 | 13 | 9 | -8 | -1 | 4 | -2
O=C(Nc1cc(C(F)(F)F)ccc1Cl)C(Sc1cccc[n+]1[O-])c1ccccc1 (stereo unspecified) | 11 | -4 | 3 | -2 | -13 | -2 | -5 | 1 | 4
Cc1c(C(=O)Nc2c3c(nn2C(C)(C)C)CS(=O)(=O)C3)cccc1[N+](=O)[O-] | 3 | -4 | 2 | 2 | -3 | 18 | 6 | 1 | 1
COc1ccc(NC(=O)OCCN2CCN(Cc3ccccc3)CCC2=O)cc1 | -3 | 9 | 10 | 6 | -12 | -6 | -3 | 1 | -4
CC(C)c1nn2c(N)c(/C=C3\C=Nc4ccccc43)c(=O)nc2s1 | -1 | 0 | nt | -22 | 5 | 2 | nt | -5 | 1
CN(C)S(=O)(=O)c1ccc(N2CCCC2)c(C(=O)N2CCN(S(=O)(=O)c3cccc(F)c3)CC2)c1 | 7 | 9 | 8 | 12 | 15 | -1 | -1 | 2 | -4
CCCCNC(=O)N(O)C1N(/N=C/c2ccco2)C(=S)SC1(C)C (stereo unspecified) | 6 | 4 | 11 | nt | 4 | nt | 4 | 5 | -4
CCOC(=O)C1(CC2CCCCO2)CCN(Cc2c(C)cc(C)cc2-n2cccn2)CC1 (stereo unspecified) | 18 | -4 | 3 | 0 | 21 | 4 | -1 | -4 | 0
CCCCS(=O)(=O)C(=C1Nc2ccccc2N1)S(=O)(=O)CCCC | -6 | -2 | 4 | -3 | 6 | -5 | 3 | 1 | -1
CCN(CC)S(=O)(=O)c1ccc(/C=C/C(=O)OCC(=O)c2c(N)n(C)c(=O)n(C)c2=O)cc1 | -5 | 2 | 5 | -27 | -7 | 1 | 6 | -8 | -7
O=C(NC(=S)NC1CCCCC1)c1ccc(F)cc1 | -4 | -7 | 4 | 5 | 9 | -3 | -2 | -8 | 0

More records.
molecule | ZTA counter | LYPLA2 counter | PAFAH1B3 FP inh | GSTO1 counter | PREPL inhibitor | EBNA-1 inh | PAFAH2 inh | LYPLA1 inh | PAD4 FP inh
Cc1ccc(OCCNC(=O)c2ccc3ccccc3n2)cc1 | 7 | -6 | -3 | 3 | -24 | -3 | 3 | -2 | 0
O=C(CN1CCOCC1)Nc1ccc(Oc2ccc(NC(=O)CN3CCOCC3)cc2)cc1 | -9 | 0 | -2 | -2 | 6 | -5 | 0 | -2 | -1
O=C(Cn1nnc2ccccc2c1=O)Nc1cc(C(F)(F)F)ccc1N1CCOCC1 | -7 | 0 | 4 | 3 | 0 | -6 | 6 | 0 | -1
Cc1ccn2c(CNCC3COCCO3)c(C(=O)N3CCCCCC3)nc2c1 (stereo unspecified) | -15 | 8 | 7 | -2 | 12 | -11 | 0 | 6 | 3
O=C(c1ccccn1)c1ccc2ccccc2n1 | 12 | -4 | nt | 0 | 0 | 8 | nt | -1 | 2
CC(=O)Oc1c(C)c(C)c2c(c1C)CC[C@@](C)(CCC[C@H](C)CCC[C@H](C)CCCC(C)C)O2 | -3 | 2 | -1 | 1 | -4 | -2 | 2 | -3 | -2
CCOc1ccc(S(=O)(=O)N2CCN(C(=O)CN3C(=O)NC(C)(C)C3=O)CC2)cc1 | 12 | 1 | 8 | nt | 9 | nt | 4 | 0 | 2
O=C(NCCCN1CCCC1=O)c1ccc2c(c1)NC(=O)c1ccccc1S2 | 14 | -4 | 1 | 2 | 1 | 3 | 3 | -3 | -4
COC(=O)c1ccccc1N=Nc1c(C)n[nH]c1C | 0 | 6 | 4 | 4 | 10 | -16 | 7 | 2 | -2
O=C(c1cccs1)N1CCN(S(=O)(=O)Cc2ccccc2)CC1 | -2 | 1 | 1 | 6 | -2 | -2 | 3 | -4 | -1
Cc1ccc2c(c1)c1c3n2CC(=C2C(=O)OC(C)(C)OC2=O)NC3CCC1 (stereo unspecified) | -1 | -5 | 13 | 32 | 39 | 12 | 22 | -9 | -7
COc1cc(OC)nc(N/N=C(\c2ccccc2)c2ccncc2)n1 | 16 | -3 | 6 | -11 | 2 | 6 | 7 | -1 | 0
CN(Cc1ccccc1)C(=O)COC(=O)c1ccc(Br)o1 | nt | nt | 7 | nt | 23 | nt | 1 | nt | 0
COc1ccc(C(=O)N/C(=C\c2ccccc2)C(=O)N2CCOCC2)cc1 | -9 | -3 | -2 | -2 | -1 | -1 | 4 | -1 | -1
Cc1cc2cc(CNS(=O)(=O)c3ccc4ccccc4c3)ccc2n1C | 8 | -2 | 6 | -2 | -5 | 0 | 19 | 3 | 2

(next part)
molecule | ZTA counter | LYPLA2 counter | PAFAH1B3 FP inh | GSTO1 counter | PREPL inhibitor | EBNA-1 inh | PAFAH2 inh | LYPLA1 inh | PAD4 FP inh
COC(=O)CCCn1nc(NC(=O)COc2ccc(F)cc2)cc1C | -4 | 1 | 1 | 0 | -3 | 1 | -5 | -1 | -3
CC(C)(C)c1nc2ccccc2c2nnc(SCC(=O)Nc3nccs3)n12 | -16 | -4 | 8 | 7 | 2 | 3 | 2 | -5 | 0
Cc1onc(-c2c(F)cccc2Cl)c1C(=O)NCc1ccc(S(N)(=O)=O)cc1 | 16 | 7 | 3 | nt | 3 | nt | -1 | -1 | -1
COc1ccc(N2CCN(C3CCCN(C(=O)c4cccc(C)n4)C3)CC2)cc1 (stereo unspecified) | 21 | 4 | -1 | 1 | 3 | -3 | 0 | -1 | -4
O=C(Nc1ccc([N+](=O)[O-])cc1)c1cncc(Br)c1 | -1 | -1 | 2 | -4 | -15 | 1 | 0 | 2 | -3
Cc1cc(N)n(-c2ccc(S(N)(=O)=O)cc2[N+](=O)[O-])n1 | -15 | -1 | 7 | -4 | 4 | -12 | 7 | 3 | -3
CC(=O)n1cc(C2C(=O)CC(C)(C)CC2=O)c2ccccc21 | 3 | 2 | 2 | 5 | 7 | -1 | 2 | -4 | -2
Cc1ccccc1-c1nc(CS(=O)CC(=O)NCc2ccccc2)c(C)o1 (stereo unspecified) | -4 | -5 | -2 | -2 | -16 | 2 | 3 | -1 | 3

High-throughput results from PubChem BioAssay.
